HSP90 refold inh – HSP90 inhibitors, primary screen, cell lysate, luminescence; AID 1789, 2009; inhibition, % at 5.6 µM; Heat shock protein HSP 90 (rabbit reticulocyte lysate; luciferase refolding); 290,000 tested, 0.91% active; Rabbit reticulocyte lysate, luciferase refolding luminescence, 3 h;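 active = inhibition above the screen-wide mean plus 3 SD, computed separately per campaign, cut at about 16% in these data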;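 note: 0% = DMSO wells and 100% = 60 µM geldanamycin wells; inhibitors lower the luminescence because luciferase stays unfolded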
HDAC3 inhib – HDAC3 deacetylase inhibitors, primary screen, biochemical, fluorescence, cell-free homogeneous; inhibition, % at 8.3 µM; 320,000 tested, 0.15% active; recombinant HDAC3, fluorogenic peptide/trypsin coupled; Histone deacetylase 3 (Homo sapiens), O15379; in the data active = inhibition above about 26%, passing the limit was not always enough; inconclusive = no clear call, values can overlap the other calls
Target sequence (O15379 whole entry, looked up): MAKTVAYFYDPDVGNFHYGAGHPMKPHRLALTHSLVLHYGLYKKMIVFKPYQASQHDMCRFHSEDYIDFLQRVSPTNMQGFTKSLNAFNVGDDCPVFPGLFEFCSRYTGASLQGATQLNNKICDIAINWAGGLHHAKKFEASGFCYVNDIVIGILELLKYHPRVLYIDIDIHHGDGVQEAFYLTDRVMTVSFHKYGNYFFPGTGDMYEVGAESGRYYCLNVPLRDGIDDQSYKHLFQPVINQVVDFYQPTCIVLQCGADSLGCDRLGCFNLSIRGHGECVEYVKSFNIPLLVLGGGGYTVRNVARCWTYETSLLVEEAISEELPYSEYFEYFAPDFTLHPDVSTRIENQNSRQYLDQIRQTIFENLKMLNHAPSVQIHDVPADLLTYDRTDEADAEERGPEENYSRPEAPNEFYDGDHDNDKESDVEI
HSF1 inhib – HSF1 inhibitors in luciferase reporter cells, primary screen, cell-based, NIH3T3, luminescence | AID 2098, 2009 | 300,000 tested, 0.77% active | NIH3T3-HGL HSE-luciferase, MG132-induced, luminescence 8 h; stronger effect = lower value | activity change, negative = inhibition, % at 7.5 µM (by protocol);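 active = more than half of replicate wells show activity change below -50%, luminescence cut by over half; inconclusive = some wells, but at most half, below -50%; inactive = no replicate well below -50%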;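 note: luciferase reports HSF-1 transcriptional activity via heat shock element; 0% = median of DMSO wells and -100% = zero luminescence signal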
GSK3 alpha inh – blockers of GSK3A enzyme activity – biochemical, luminescence, cell-free homogeneous, HTS, primary screen. Glycogen synthase kinase-3 alpha (Homo sapiens), P49840. GSK-3 alpha kinase, ADP-Glo luminescence, 60 min. inhibition, % at 10 µM. 320,000 tested, 0.1% active. AID 2650, 2010;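 in the data active = inhibition above about 50%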;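 note: GST-tagged GSK-3 alpha with peptide substrate and 25 µM ATP; 0% = DMSO neutral wells and 100% = GW8510 positive control wells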
Dyrk1A ADPGlo – rat Dyrk1A kinase inhibitors, primary screen, biochemical, single point, plate reader. Dual specificity tyrosine-phosphorylation-regulated kinase 1A (Rattus norvegicus), Q63470. ADP-Glo luminescence, NFATc1 peptide. inhibition, % at 12.5 µM. 310,000 tested, 0.43% active; in the data active = inhibition above about 50%;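 note: plate controls were vehicle with enzyme for no effect and no enzyme for full effect; many of its hits are not listed in these tables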
PolyA inh – polyadenylation inhibitors in yeast reporter cells, primary screen, luminescence, S. cerevisiae. calls only at 12 µM. 300,000 tested, 0.02% active. S. cerevisiae SKY197-pL101 polyadenylation reporter, beta-gal luminescence; efflux-impaired pdr1/pdr3 knockout yeast; score 100 = 6 SD above DMSO;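 active = lowest replicate activity score at least 50, where 100 means six control SD above control mean; inconclusive = lowest score under 50 but half or more replicates reach 50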;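 note: yeast exposed to compound for 9 h at 30 °C; higher score means more reporter readthrough which indicates perturbed polyadenylation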
Platelet DG rel – inhibitors of platelet dense granule secretion, primary screen, cell-based, MLPCN, human platelets; human platelet-rich plasma, SFLLRN dense granule ATP release, luminescence; inhibition, %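 (compounds screened at 7.5 µM in platelet-rich plasma)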; 300,000 tested, 0.22% active;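 active = mean replicate score, as percent of positive control, at or above 50; inconclusive = mean below 50 but at least one replicate at or above 50; inactive = mean and every replicate below 50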
GSK3beta inhib – human GSK3beta kinase inhibitors, primary screen, biochemical, cell-free homogeneous, HTS. Glycogen synthase kinase-3 beta (Homo sapiens), P49841. GST-GSK3beta kinase, ADP-Glo luminescence, 60 min; stronger effect = lower value. activity score (negative = inhibition), % at 10 µM. 300,000 tested, 0.038% active;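 active = more than half of replicate wells score below -50%, meaning over 50% inhibition versus plate controls; inconclusive = some replicates but at most half score below -50%; inactive = no replicate scores below -50%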;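 note: 0% = median DMSO wells and -100% = median GW8510 positive control wells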
Target sequence (P49841 whole entry, looked up): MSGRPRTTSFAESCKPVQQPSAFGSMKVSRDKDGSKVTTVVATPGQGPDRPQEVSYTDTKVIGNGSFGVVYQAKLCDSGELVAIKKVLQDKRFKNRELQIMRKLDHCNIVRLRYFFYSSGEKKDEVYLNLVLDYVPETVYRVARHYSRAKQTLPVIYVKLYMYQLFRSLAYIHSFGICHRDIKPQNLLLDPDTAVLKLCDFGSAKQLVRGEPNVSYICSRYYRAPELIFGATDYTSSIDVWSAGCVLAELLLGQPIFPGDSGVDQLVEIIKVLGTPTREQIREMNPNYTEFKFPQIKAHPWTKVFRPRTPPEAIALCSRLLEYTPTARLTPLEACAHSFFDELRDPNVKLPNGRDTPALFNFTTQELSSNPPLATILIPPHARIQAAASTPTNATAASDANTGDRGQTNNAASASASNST
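Test system: GST-tagged human GSK3beta kinase, cell-free; evaluation: activity score scaled between in-plate DMSO and GW8510 controls; measured by: ADP-Glo luminescence; incubation: 60 min reaction, RT; benchmarks: DMSO and 20 µM GW8510; reagent: peptide substrate plus 25 µM ATP (final); medium: Tris/MgCl2 kinase buffer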
AI-2 QS modul – Vibrio harveyi AI-2 quorum sensing modulators, primary screen, JMH597 strain, luminescence/OD600 ratio. AID 2094, 2009. 300,000 tested, 0.4% active. Vibrio harveyi JMH597 AI-2 luminescence/OD600 ratio, 9 h; stronger effect = lower value; strain lacks LuxN and CqsS sensors; 0 = neutral-control median. activity change, % at 7.5 µM; in the data active = activity change below about -75%, passing the limit was not always enough; inconclusive = no clear call, values can overlap the other calls;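 note: luminescence divided by OD600 gain over 9 h not by final OD600 alone; inactives centre near 13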
HSF1 activator – HSF-1 activators, primary screen, NIH3T3-HGL cells, MG132 stress, luminescence, single point; NIH3T3-HGL HSF-1 luciferase reporter, 8 h; 100% = twice DMSO control signal; activation, % at 9 µM; 300,000 tested, 1.7% active; AID 504408, 2011;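 active = mean replicate activation of at least 50% with a set share of replicates each reaching 50%; inconclusive = only one of those two conditions met; inactive = mean below 50% and too few replicates reaching it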;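 note: 0% = median of the neutral control wells and 100% = twice that signal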
An asterisk follows results filed as active; i = inactive; ? = inconclusive; nt = no result given. The list is partial, so the mix of outcomes need not match the whole.

1) CCc1nnc(NC(=O)c2ccc(OC)cc2OC)s1
2) Cc1ccccc1N(C(=O)Cc1ccsc1)C(C(=O)NC1CCCCC1)c1ccc(F)cc1 (stereo not drawn)
3) CN(C)c1ncc(S(=O)(=O)c2ccccc2)c(-c2ccccc2Cl)n1
4) COc1ccc2c(c1)c(CC(=O)NCc1cc([N+](=O)[O-])ccc1O)c(C)n2C(=O)c1ccc(Cl)cc1
5) N#Cc1ccc(/C=C/C(=O)c2ccc3c(c2)OCO3)cc1
6) COc1ccc(C(F)(F)F)cc1N/C=C\c1nnnn1-c1ccccc1
7) CCn1c(CC(=O)Nc2ccccc2F)nnc1SCC(=O)Nc1nnc(C)s1
8) O=C(c1cc(-c2ccc(O)cc2)on1)N1CCc2ccccc2C1
9) C=C1CCN([C@@H](CC(C)C)C(=O)O)S(=O)(=O)c2ccccc21
10) Cc1cc(N)n(-c2ccc(S(=O)(=O)c3ccc(C(C)C)cc3)cc2)n1

assay / compound	1	2	3	4	5	6	7	8	9	10
HSP90 refold inh	21*	2	1	3	-1	3	-3	0	nt	1
HDAC3 inhib	5	4	-1	-4	9	1	3	2	0	1
HSF1 inhib	16	-4	-4	11	10	3	-5	38	-17	-3
GSK3 alpha inh	-2	-3	2	0	-2	-2	-5	4	-4	2
Dyrk1A ADPGlo	1	4	6	-4	-5	-7	-2	14	nt	-3
PolyA inh	i	i	i	i	i	i	i	i	i	i
Platelet DG rel	-7	3	-1	-5	6	0	4	2	7	10
GSK3beta inhib	0	1	0	-1	3	1	2	0	2	1
AI-2 QS modul	20	1	17	15	15	6	15	-11	5	31
HSF1 activator	24	5	13	5	5	14	13	47	-39	-3

11) Cc1c(Cl)cccc1NC(=O)CCCN1C(=O)c2cccnc2C1=O
12) COc1ccc(/C=N/N=C2/NC(=O)C(c3ccccc3)(c3ccccc3)S2)cc1
13) O=[N+]([O-])c1ccc2oc(C(O)c3cccc(Cl)c3)cc2c1 (stereo not drawn)
14) COc1ccc(CN2C(=O)c3cccnc3C2=O)cc1S(=O)(=O)NC1CCCCC1C (stereo not drawn)
15) CCOc1cc(/C=N/NC(=O)c2ccncc2)ccc1OC(=O)c1ccc([N+](=O)[O-])cc1
16) Cc1ccc(C)c(NC(=O)CN(C)C(=O)[C@@H](NC(=O)c2ccc(C(C)(C)C)cc2)C(C)C)c1
17) COc1ccc(C(C)C)cc1S(=O)(=O)NCC1CCCO1 (stereo not drawn)
18) COc1ccc(/C=C2\Cc3ccccc3C2=O)cc1OC
19) Cc1nc2cc(-c3ccc(Cl)cc3)nn2c(C)c1CCC(=O)NC(C)c1ccc2c(c1)OCCO2 (stereo not drawn)
20) CC1(C)N=c2ccc([N+](=O)[O-])c(N)c2=[N+]1[O-]

assay / compound	11	12	13	14	15	16	17	18	19	20
HSP90 refold inh	1	0	-4	0	-1	3	-2	0	-5	5
HDAC3 inhib	0	5	4	-5	-6	16	0	3	-8	13
HSF1 inhib	1	-6	4	3	-7	4	-3	4	-10	11
GSK3 alpha inh	-3	5	0	-1	0	-2	5	3	0	-1
Dyrk1A ADPGlo	2	4	2	nt	7	5	-1	-3	6	nt
PolyA inh	i	i	i	i	i	i	i	i	i	i
Platelet DG rel	22	-9	-4	-2	1	1	-4	0	2	8
GSK3beta inhib	2	4	-2	3	2	4	-3	0	1	-1
AI-2 QS modul	24	14	-27	3	26	2	2	23	11	5
HSF1 activator	2	14	0	7	-2	22	-11	27	-26	23

21) O=C(CCCC(=O)NCc1ccccc1)NCc1ccccc1
22) CC[C@@H](C)C(NC(=O)OC(C)(C)C)c1cn([C@@H](CCCCNC(=O)OC(C)(C)C)C(=O)N2CCN(C(=O)OC(C)(C)C)CC2)nn1 (stereo partly drawn)
23) Cc1cccc(C2c3[nH]c4ccccc4c3CCN2C(=O)c2cc(-c3cccn3C)n[nH]2)n1 (stereo not drawn)
24) COc1cc2c(cc1OC)/C(=C/C(=O)c1cccc([N+](=O)[O-])c1)NCC2
25) C#Cc1ccc([C@H]2C=C(C(=O)NC3CC3)O[C@@H](OCC)[C@@H]2CCCO)cc1
26) CC(C1CC1)N(C(=O)NC1CCS(=O)(=O)C1)c1ccccc1 (stereo not drawn)
27) COc1ccccc1NC(=O)Nc1nnc(-c2ccco2)s1
28) Cc1cc(Cl)ccc1C(=O)C1CCCN(C(=O)c2nonc2C)C1 (stereo not drawn)
29) CCOC(=O)c1cc(CC)sc1NC(=O)CC1Sc2ccc(C(F)(F)F)cc2NC1=O (stereo not drawn)
30) COc1ccc(-c2nn(-c3ccccc3F)cc2CNCCn2nc(C)cc2C)cc1

assay / compound	21	22	23	24	25	26	27	28	29	30
HSP90 refold inh	-4	11	0	3	10	0	2	-1	-5	5
HDAC3 inhib	nt	2	?	5	-4	5	1	4	2	-2
HSF1 inhib	0	-4	15	0	-7	-3	0	2	-1	6
GSK3 alpha inh	1	2	-1	-3	1	-2	-1	2	-3	-3
Dyrk1A ADPGlo	0	6	-1	2	2	4	nt	1	5	nt
PolyA inh	i	i	i	i	i	i	i	i	i	i
Platelet DG rel	-5	0	-2	3	1	-14	5	2	-1	4
GSK3beta inhib	-3	-1	1	2	-5	-1	-1	0	0	0
AI-2 QS modul	24	7	10	-4	-6	18	25	15	12	8
HSF1 activator	-2	-8	4	2	-18	-3	6	8	15	-15

31) CSc1nc(Oc2ccc3ccccc3c2)c2ccccc2n1
32) Cc1occc1C(=O)Nc1ccc(Br)cc1F
33) COc1ccc(Oc2cnc3ccccc3n2)cc1
34) CN(C)/C=N/c1ncc(C(=O)OC(C)(C)C)s1
35) Cc1cccc(N/C(=N/S(=O)(=O)c2ccccc2)c2ccccc2)n1
36) CCOC(=O)C(CCC(C)=O)C(=O)c1ccccc1 (stereo not drawn)
37) COC(=O)Nc1cc(C(F)(F)F)ccc1N1CCN(c2ccccc2)CC1
38) CC(C)(C)[C@H]1C=C(C(=O)N2CCOCC2)O[C@@H](OCCCCO)C1
39) O=S(=O)(c1ccccc1F)N1CCN(c2nc3ccccc3s2)CC1
40) O=C1CCCC2(O)C1C(c1cccc(Br)c1)NC(=O)N2Cc1ccccc1 (stereo not drawn)

assay / compound	31	32	33	34	35	36	37	38	39	40
HSP90 refold inh	4	10	-4	-4	6	-3	0	2	5	0
HDAC3 inhib	-5	0	-3	nt	2	-4	2	0	-2	-2
HSF1 inhib	8	17	-4	3	4	-1	1	-14	7	5
GSK3 alpha inh	-3	-4	2	nt	-2	-3	-6	-3	-1	-1
Dyrk1A ADPGlo	1	-1	2	nt	-4	3	1	0	-1	-4
PolyA inh	i	i	i	i	i	i	i	i	i	nt
Platelet DG rel	6	0	0	7	7	2	-4	0	0	12
GSK3beta inhib	3	4	4	7	0	-2	1	1	0	1
AI-2 QS modul	25	25	6	25	7	7	26	20	6	29
HSF1 activator	24	9	7	10	0	15	24	-24	12	-7

Part of the list above, with values under each structure.
Value order: HSP90 refold inh	HDAC3 inhib	HSF1 inhib	GSK3 alpha inh	Dyrk1A ADPGlo	PolyA inh	Platelet DG rel	GSK3beta inhib	AI-2 QS modul	HSF1 activator
28. Cc1cc(Cl)ccc1C(=O)C1CCCN(C(=O)c2nonc2C)C1 (stereo not drawn)
    -1	4	2	2	1	i	2	0	15	8
2. Cc1ccccc1N(C(=O)Cc1ccsc1)C(C(=O)NC1CCCCC1)c1ccc(F)cc1 (stereo not drawn)
    2	4	-4	-3	4	i	3	1	1	5
32. Cc1occc1C(=O)Nc1ccc(Br)cc1F
    10	0	17	-4	-1	i	0	4	25	9
35. Cc1cccc(N/C(=N/S(=O)(=O)c2ccccc2)c2ccccc2)n1
    6	2	4	-2	-4	i	7	0	7	0

The list continues:
41) Cc1ccc(NC(=O)/C=C/c2ccc(Cl)cc2)nc1
42) Cc1cccc(OCC(=O)Nc2ccc(C(=O)O)cc2NC(=O)COc2cccc(C)c2)c1
43) Cc1cc2nnc(SC(C)C)n2c2ccccc12
44) CCC(=O)Nc1cccc(NC(=S)NC(=O)c2ccc(Cl)cc2)c1
45) Fc1ccccc1NC(=S)NCCc1ccc(Cl)cc1
46) O=C(CN1C2=NCCN2c2ccccc21)c1cccs1
47) Nc1c(C(=O)NCCc2ccccc2)sc2nc(N3CCOCC3)c3c(c12)CCCC3
48) Cc1ccccc1OCC(O)CN1CCN(c2ccccn2)CC1 (stereo not drawn)
49) CN(C)c1ccc(C(C(=O)NCc2ccccc2)N(Cc2ccco2)C(=O)c2snc(C(N)=O)c2N)cc1 (stereo not drawn)
50) COC(=O)C(NC(=O)c1ccccc1)c1ccccc1 (stereo not drawn)
51) CC1=CC2=NC(=O)CC(C)(C(=O)N(CC(=O)NC(C)(C)C)C3CCCC3)N2C=C1 (stereo not drawn)
52) O=C(c1cccc(C(F)(F)F)c1)c1c[nH]c(C(=O)NCCCN2CCOCC2)c1

assay / compound	41	42	43	44	45	46	47	48	49	50	51	52
HSP90 refold inh	-3	3	-1	-3	-5	-6	7	3	3	9	-1	1
HDAC3 inhib	0	nt	-16	2	2	-6	15	0	3	-2	-33	-2
HSF1 inhib	9	1	-2	17	nt	2	-3	-5	-13	-3	-5	5
GSK3 alpha inh	-1	-1	-1	0	nt	-2	1	-1	1	0	-4	-4
Dyrk1A ADPGlo	2	3	8	1	0	-4	1	-5	3	8	-2	nt
PolyA inh	i	i	i	i	nt	i	i	i	i	i	i	i
Platelet DG rel	-2	-3	2	-16	nt	12	31	-4	0	-8	-2	-2
GSK3beta inhib	-1	0	2	-1	2	1	1	-1	0	1	-2	-4
AI-2 QS modul	7	11	14	4	14	1	23	10	11	24	32	16
HSF1 activator	3	12	0	64*	nt	19	-8	-12	6	-7	-1	0

Screens from PubChem.
